Screening results deposited in PubChem by National Center for Advancing Translational Sciences (NCATS).
HCV inh: qHTS Assay for Inhibitors of Hepatitis C Virus (HCV); Huh7.5.1 HCVcc-Cre infection, luciferase reporter, 44 h; Potency, µM (top dose mostly 41.8 µM), for the others: at the highest dose activity change, negative = inhibition, actives largely listed as inhibitors; 3.4% of 340,000 active; AID 651820, 2012; also: potency is read from the fitted curve at half-maximal effect
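Whole-lifecycle infectious HCVcc-Cre system; cells 1,000/well, compound then virus (~0.5 moi) added 4 h after plating, 44 h culture. Luciferase read 15 sec following 15 min substrate incubation, room temp.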
Giardia FBPA inh: qHTS Assay for Inhibitors of Fructose-1,6-bisphosphate Aldolase from Giardia Lamblia | A8B2U2 | purified Giardia FBPA | Potency, µM (titrated, usually from 59.6 µM), inactives show at the highest dose activity, negative = inhibition, hits mostly inhibitors | 0.71% of 290,000 active; also: potency is read from the fitted curve at half-maximal effect; nearly all actives have a fitted effect of over 55% in size
Target sequence (A8B2U2 whole entry, looked up): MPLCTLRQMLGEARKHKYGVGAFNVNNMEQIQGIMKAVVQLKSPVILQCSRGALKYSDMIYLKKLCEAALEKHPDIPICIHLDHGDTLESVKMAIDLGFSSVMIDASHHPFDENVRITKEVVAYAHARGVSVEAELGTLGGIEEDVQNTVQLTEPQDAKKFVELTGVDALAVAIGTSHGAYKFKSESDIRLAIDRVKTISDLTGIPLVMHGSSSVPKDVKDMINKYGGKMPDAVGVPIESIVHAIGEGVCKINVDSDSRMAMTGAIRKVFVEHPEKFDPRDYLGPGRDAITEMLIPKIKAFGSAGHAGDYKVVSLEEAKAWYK
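40 nM FBPA preincubated 10 min at RT with compound (up to 57.5 uM final), then substrate plus GAPDH/TPI/NAD/arsenate coupling and diaphorase/resazurin added. Fluorescence read after 20 min at RT, 525/598 nm.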
AmpC inh no detg: qHTS Inhibitors of AmpC Beta-Lactamase (assay without detergent) | AmpC nitrocefin hydrolysis, absorbance 480 nm, 0.0001% Triton | 0.52% of 330,000 active | P00811 | Potency, µM (titrated, usually from 57.1 µM), without a hit: at the highest dose activity change, negative = inhibition, usual class: inhibitors;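 also: potency is read from the fitted curve at half-maximal effect; plate controls were no compound for no effect and no enzyme for full effect; nearly all actives have a fitted effect of over 20% in size; some results filed as inactive show a strong effect at the top dose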
Target sequence (P00811 whole entry, looked up): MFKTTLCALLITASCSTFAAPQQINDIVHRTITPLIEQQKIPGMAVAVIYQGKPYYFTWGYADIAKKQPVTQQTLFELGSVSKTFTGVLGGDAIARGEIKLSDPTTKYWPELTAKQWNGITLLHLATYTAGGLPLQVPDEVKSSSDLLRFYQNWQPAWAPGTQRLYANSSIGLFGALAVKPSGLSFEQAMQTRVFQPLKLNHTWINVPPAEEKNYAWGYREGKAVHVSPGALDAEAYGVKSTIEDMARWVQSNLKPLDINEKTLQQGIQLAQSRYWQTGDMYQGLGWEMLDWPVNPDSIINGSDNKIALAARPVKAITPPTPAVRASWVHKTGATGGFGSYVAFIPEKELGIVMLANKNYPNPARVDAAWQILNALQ
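AmpC (5.3 nM in the dispensed reagent) in 20 mM phosphate pH 7.0 with 0.01% (detergent screen) or 0.0001% Triton X-100 was preincubated with compounds for 15 min at room temperature. Nitrocefin was then added from an 800 uM solution, and hydrolysis was followed at 480 nm.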
HCMV inh: qHTS Assay for inhibitors of the human cytomegalovirus (HCMV). activity change, negative = inhibition, % at 57.5 µM. AID 1259415, 2018. 4.5% of 410,000 active. HFF cells, HCMV-luciferase reporter, 72 h; hits give low values; in the data active = activity change below about -60%; inconclusive = no clear call, values can overlap the other calls; inactive = above about -39%
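Cell-based, HFFs, 1000 cells/well, 16 h 37C; cpds in DMSO + HCMV-luc, MOI 1 PFU/cell; 72 h 37C; OneGlo luminescence after 5 min RT; norm. to buffer vs Salinomycin 10uM.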
AmpC detergent: qHTS Inhibitors of AmpC Beta-Lactamase (assay with detergent); AmpC hydrolysis of nitrocefin, absorbance 480 nm, 0.01% Triton; Potency, µM (titrated, usually from 114 µM), inactives show top-dose activity change, negative = inhibition, hits mostly inhibitors; 0.041% of 370,000 active; AID 485294, 2010;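 also: potency is read from the fitted curve at half-maximal effect; 0% = no-compound wells and -100% = no-enzyme wells; nearly all actives have a fitted effect of over 25% in size; some results filed as inactive show a strong effect at the top dose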
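AmpC (5.3 nM in the dispensed reagent) in 20 mM phosphate pH 7.0 with 0.01% (detergent screen) or 0.0001% Triton X-100 was preincubated with compounds for 15 min at room temperature. Nitrocefin was then added from an 800 uM solution, and hydrolysis was followed at 480 nm.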
Sm TGR block: qHTS Assay for the Inhibitors of Schistosoma Mansoni Peroxiredoxins. 3% of 360,000 active. Potency, µM (doses to about 114 µM), without a hit: at the top dose activity change, negative = inhibition, most hits filed as inhibitors. purified TGR, DTNB reduction, TNB absorbance 405 nm. Schistosoma mansoni thioredoxin glutathione reductase (TGR), Q962Y6. AID 485364, 2010; also: potency is read from the fitted curve at half-maximal effect; nearly all actives have a fitted effect of over 60% in size
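First, TGR (20 nM dispensed) and NADPH were mixed with compound. Second, a 15 min room-temperature incubation followed. Third, further NADPH and then DTNB were added to start the reaction. Finally, TNB absorbance was monitored kinetically.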
Active calls of the source: *; u = inconclusive; x = not tested or not shown; & = joins results of further samples; [ ] = dose if it differs, or a comment. Unless noted, calls follow the shape of the dose curve; as a rule, active = well fitted curve in the direction sought with a large enough effect; inconclusive = small, poorly fitted or top-dose-only effect, or another doubt; inactive = no such curve, though single readings can be large; an effect the other way counts as inactive or inconclusive. Unless noted, % is scaled to controls: 0 for no effect and ±100 for the full control effect. Random draw from the library, and some 9.9% of all compounds hit somewhere here.

The opening two compounds, to show the layout:
SMILES | HCV inh | Giardia FBPA inh | AmpC inh no detg | HCMV inh | AmpC detergent | Sm TGR block
O=C(CNC(=O)c1ccc(Br)o1)NNC(=O)c1ccccc1O | 16% | x | -12% | 29 | 0% | -22%
CN(CCOc1ccccc1)c1ccc(S(=O)(=O)N2CCCCC2)cn1 | -24% | 2% | -4% | 27 | -1% | 2%

All compounds of this part, from the first entry:
SMILES | HCV inh | Giardia FBPA inh | AmpC inh no detg | HCMV inh | AmpC detergent | Sm TGR block
O=C(CNC(=O)c1ccc(Br)o1)NNC(=O)c1ccccc1O | 16% | x | -12% | 29 | 0% | -22%
CN(CCOc1ccccc1)c1ccc(S(=O)(=O)N2CCCCC2)cn1 | -24% | 2% | -4% | 27 | -1% | 2%
O=C(Nc1c(-c2ccccc2)nc2ccccn12)c1cccs1 | 29% | 1% | -26% | -34 | -24% | -7%
CCC(C)NC(=O)c1cnn(-c2cccc(F)c2)c1-n1cccc1 (configuration not stated) | x | x | x | 0 | 1% | 8%
CCCC(C)NC(=O)CN1C(=O)c2cccc3cccc1c23 (configuration not stated) | -1% | 1% | 0% | -14 | -2% | -4%
O=C1CC(=O)N(c2ccc(Cl)cc2)C(=O)N1 | -4% | -15% | -30% | 5 | u | u
CCC(CC)C(=O)Nc1cc([N+](=O)[O-])ccc1Cl | -15% | 9% | -14% | -27 | -9% | -4%
CCCCC(=O)NNC(=S)NC(=O)c1ccc([N+](=O)[O-])cc1 | -3% | u | -33% | -10 | 6% | u
COc1cccc(-c2csc(N3CCN(C(=S)Nc4cccc(Cl)c4)CC3)n2)c1 | u | -4% | -30% | -22 | 0% | 9%
O=C(Oc1ccc(C(=S)N2CCOCC2)cc1Cl)c1ccccc1F | -9% | 5% | 69%[activator] | 18 | u | -1%
COc1ccccc1C(=O)NCCC(=O)NC1CCCC(C)C1C (configuration not stated) | -7% | x | 1% | -15 | u | -4%
COc1ccc(F)cc1S(=O)(=O)N1CC(C)CC(C)C1 (configuration not stated) | -7% | 5% | 0% | -14 | -2% | 0%
CC(=O)N/C(=C\c1ccccc1)C(=O)OCC(=O)Nc1ccc(C)c(S(=O)(=O)N(C)C)c1 | 4% | x | 6% | 2 | x | x
CCOc1ccc(C2/C(=C(/O)c3ccc(OC)cc3)C(=O)C(=O)N2c2cc(C)on2)cc1OC (configuration not stated) | 5% | u | -15% | -25 | -17% | 0%
COc1ccc(NCc2cc3cc4c(cc3n(CC(=O)Nc3ccc(F)cc3)c2=O)OCCO4)cc1 | x | x | x | -11 | 11% | 1%
Cc1ccc(NC(=O)C2CCCN(S(=O)(=O)c3cccnc3)C2)cc1C (configuration not stated) | -17% | x | 27% | -16 | -1% | -11%
CCC(C)(C)NC(=O)C(c1ccc(OC)cc1)N(C(=O)CCC(=O)Nc1cc(C)on1)c1ccc(F)cc1 (configuration not stated) | 13% | -1% | 78%[activator] | -16 | -15% | -4%
O=C(NCC(=O)N(c1cccc(F)c1)C(C(=O)NC1CCCC1)c1ccncc1)c1cccs1 (configuration not stated) | 9% | -2% | -2% | -39 | 3% | 6%
CC12CCC(=O)N1C(C(=O)Nc1ccc(S(=O)(=O)N3CCCCC3)cc1)CS2 (configuration not stated) | 13% | x | -7% | -6 | -13% | -1%
COc1ccc(Br)c(OC)c1C(=O)NC(=O)Nc1c(F)cccc1F | -6% | 3% | -20% | u | -18% | -16%

Part of the list above, reformatted.
smiles: CC(=O)N/C(=C\c1ccccc1)C(=O)OCC(=O)Nc1ccc(C)c(S(=O)(=O)N(C)C)c1
  HCV inh = 4%
  Giardia FBPA inh = x
  AmpC inh no detg = 6%
  HCMV inh = 2
  AmpC detergent = x
  Sm TGR block = x

smiles: CCOc1ccc(C2/C(=C(/O)c3ccc(OC)cc3)C(=O)C(=O)N2c2cc(C)on2)cc1OC (configuration not stated)
  HCV inh = 5%
  Giardia FBPA inh = u
  AmpC inh no detg = -15%
  HCMV inh = -25
  AmpC detergent = -17%
  Sm TGR block = 0%

smiles: COc1ccc(NCc2cc3cc4c(cc3n(CC(=O)Nc3ccc(F)cc3)c2=O)OCCO4)cc1
  HCV inh = x
  Giardia FBPA inh = x
  AmpC inh no detg = x
  HCMV inh = -11
  AmpC detergent = 11%
  Sm TGR block = 1%

smiles: Cc1ccc(NC(=O)C2CCCN(S(=O)(=O)c3cccnc3)C2)cc1C (configuration not stated)
  HCV inh = -17%
  Giardia FBPA inh = x
  AmpC inh no detg = 27%
  HCMV inh = -16
  AmpC detergent = -1%
  Sm TGR block = -11%

More compounds.
SMILES | HCV inh | Giardia FBPA inh | AmpC inh no detg | HCMV inh | AmpC detergent | Sm TGR block
Cc1ccc(S(=O)(=O)N2CCN(C(=O)COc3ccc(Br)cc3)CC2)cc1 | 3% | x | -13% | -24 | u | 7%
COc1ccc2nc3c(cc2c1)c(NC(=O)C1CCCO1)nn3CC(C)C (configuration not stated) | -26% | u | 79%[activator] | 3 | u | 4%
COc1ccc(C2(CCN=Cc3ccc(N(C)C)cc3)CCOC(C)(C)C2)cc1 (configuration not stated) | 0% | -8% | 45% | 0 | -1% | -9%
CN(CC(=O)Nc1ccccc1Br)C(=O)c1cccn1C | 16% | x | -12% | -24 | -4% | -14%
CN(C(=O)Cn1cccc1C1=NC(c2ccccc2)CO1)c1ccccc1 (configuration not stated) | -4% | -1% | 42% | -28 | 2% | 5%
O=c1n(Cc2ccc(F)cc2)nc2n1-c1ccccc1SC2 | 0% | 3% | -47% | 58 | -4% | -1%
COc1ccc(CNC(=O)CCSCc2cccc(Cl)c2)c(OC)c1 | -2% | 4% | -2% | 27 | -4% | -3%
Cc1cc2n(n1)CCCN2C(=O)Nc1ccc(C)c(Cl)c1 | x | x | x | 28 | 4% | 4%
Cc1ccccc1Nc1cc(C(=O)NC2CCCC2)c2ccccc2n1 | x | x | x | -7 | -3% | 9%
CCCCN1C(=O)C(NC(=O)C2CC2)(C(F)(F)F)C2=C1CC(C)(C)CC2=O (configuration not stated) | 2% | -2% | 77%[activator] | 35 | u | u
CCOC(CNC(=O)C(=O)Nc1cc2c3c(c1)CC(=O)N3CCC2)OCC | -6% | 0% | 12% | 10 | -8% | -9%
COc1ccc(CN2C(=O)N(c3ccc(F)cc3)C(=O)C2CC(=O)Nc2ccccc2)cc1 (configuration not stated) | x | x | x | 3 | -9% | 0%
COc1cc(Nc2nc(SCc3cccc(Cl)c3)nc3ccccc23)cc(OC)c1 | x | x | x | 15 | -6% | 9%
COc1c2c(nc3occc13)C(CC=C(C)C)(OC)C(=O)C=C2 (configuration not stated) | 8% | 2%&4% | 4% | -15 | 1% | 13%
Cc1onc(C(=O)N2CCN(Cc3ccccc3)CC2)c1[N+](=O)[O-] | 4%[8.37 µM] | -1% | -10% | -1 | u | -12%
COc1ccc(/C=N/n2cnnc2SCc2ccc(OC)cc2)cc1 | -7% | 3% | 80%[activator] | -25 | -5% | 2%
COc1cccc(CNC(=O)Cn2cccc2C(=O)c2ccccc2C)c1 | 1% | x | 6% | 4 | 3% | 6%
Cc1ccc(CCNC(=O)c2cc(-c3ccncc3)nc3ccccc23)cc1 | u | 5% | 69%[activator] | 14 | 3% | 8%
CCCCn1c(SCC(N)=O)nc2ccc(N3CCOCC3)cc2c1=O | -9% | u | -11% | u | 3% | -24%
O=C(CCCc1cccs1)Nc1nc2c(s1)CCCC2 | -2% | 12% | -32% | 65 | -10% | 0%
Cc1ccc(C)c(S(=O)(=O)N2CCN(CC(=O)NC(=O)NCc3ccccc3)CC2)c1 | -12% | 1% | 54% | -1 | 2% | -6%
O=C(Cn1ncc2c1-c1ccccc1OC2)N1CCN(c2ccccc2)CC1 | x | x | x | -17 | -14% | 4%
O=C(Cn1nnc(-c2ccccc2)n1)OCc1ccccc1 | 11% | -4% | -33% | 21 | -9% | 13%
COc1cc(S(=O)(=O)N2CCCN(C)CC2)ccc1NC(C)=O | -2% | x | 16% | -9 | -5% | 4%
CCOC(=O)N1CCN(C(=O)CN(c2cccc(C(F)(F)F)c2)S(C)(=O)=O)CC1 | -9% | 3% | 24% | 45 | u | -10%
Cc1cc(=O)oc2cc(OCC(=O)OCC(=O)Nc3ccc(C(C)C)cc3)ccc12 | 0% | 0% | -3% | -18 | 3% | 8%
O=C(Nc1ccc(C(=O)O)cc1)Nc1cccc2ccccc12 | 17% | 1% | -27% | u | -5% | 2%
CNCc1ccccc1Sc1cccc2ccccc12 | u | 0% | 23% | u | 3% | -6%
CCN(CC)CCn1c(NCc2cc(OC)ccc2OC)nc2ccccc21 | -18% | -29% | -15% | -29 | -1% | -2%
COc1cc(C2NC(=O)NC(C)=C2C(=O)OC(C)(C)C)ccc1OCC(=O)O (configuration not stated) | 21% | -3% | x | -14 | -1% | 0%
CCCN1C(=O)c2[nH]nc(-c3ccccc3)c2C1c1cccc(O)c1 (configuration not stated) | x | x | x | 20 | 12% | 4%
Cc1cc(Cl)ccc1Oc1cccc(C(=O)/C(C#N)=C/N(C)C)c1 | 4% | 7% | -34% | 1 | -2% | 5%
Cc1ccc(-n2nc(C(=O)Nc3cccc(C#N)c3)c3c4ccccc4n(C)c3c2=O)cc1 | x | x | x | -6 | -4% | 5%
CCCCCNC(=O)C1c2ccccc2Oc2ccccc21 | 4% | 5% | -13% | -12 | -2% | -2%
COc1ccc(S(=O)(=O)Nc2ccccc2C(=O)NCc2cccnc2)cc1C | -4% | 6% | -12% | 1 | -9% | 0%
Cc1nc2ccccn2c(=O)c1NC(=O)c1cccs1 | 6% | x | -19% | -19 | -5% | 0%
CC1(C)CC(=O)C2=C(C1)N(Cc1cccnc1)C(=O)C2(NC(=O)c1cccnc1)C(F)(F)F (configuration not stated) | 10% | 5% | -16% | 53 | -4% | 26%
Cc1ccc(Nc2nc(C)c(CCC(C)C)c(=O)[nH]2)cc1 | -15% | -5% | -29% | -29 | 0% | 10%
Cc1ccc(C2CC(c3ccccc3)=NN2C(=O)CSc2nnc(-c3ccncc3)n2C)o1 (configuration not stated) | -7% | 4% | 21% | -3 | -4% | -18%
Cc1cc(C)cc(NCc2cc3c(cc2[N+](=O)[O-])OCO3)c1 | -14% | -13% | -38% | 4 | 0% | 4%
COc1ccc(/C=N/NC(=O)CC(=O)NC2CCCCC2)cc1 | 9% | 1% | -3% | 6 | -2% | -4%
CS(=O)(=O)c1ccc2nc(NC3(C(F)(F)F)N=C4SCCN4C3=O)sc2c1 (configuration not stated) | 17% | 8% | -18% | -30 | -7% | -1%
Cc1cc(C(=O)N/N=C/c2cccs2)no1 | 32%[activator] | 13% | -20% | 10 | -4% | -3%
COc1ccc(C2CC(c3ccccc3)=NN2C(=O)COC(=O)c2cc(S(=O)(=O)N3CCOCC3)ccc2F)cc1 (configuration not stated) | u | 5% | 45% | 41 | -3% | -4%
Cc1cccn2c(=O)c(/C=C(\C#N)C(=O)NCc3ccccc3)c(N3CCC(C(N)=O)CC3)nc12 | -13% | -6% | -15% | -18 | 6% | 6%
